Compound activity (PubChem BioAssay)
SK-BR-3 tox 24h – SK-BR-3 proliferation inhibitors | SK-BR-3 viability, CellTiter-Glo ATP luminescence, 24 h; stronger effect = lower value | viability, % at 10 µM | 0.47% of 41,000 active;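 active = viability at or below the median of all test compounds minus 3 SD, in both replicates if run twice, cut at about 45% in these data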;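 note: 100% = median untreated cell wells and 0% = median positive control drug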
Active calls of the source: *. A portion of the library; the hit share may differ from the screen's.

SMILES	SK-BR-3 tox 24h
CCOC(=O)C(C(=O)OCC)C(C)C#CCN1CCCCC1 (stereo not given)	100
CCCc1cc(=O)[nH]c(SC(CC)C(=O)Nc2ccccc2C#N)n1 (stereo not given)	85
Cc1cc2cc(CCNC(=O)c3ccc(S(=O)(=O)N4CCOCC4)cc3)c(=O)[nH]c2cc1C	76
CC(=O)Cc1nsc(NC(=O)c2ccc(-c3ccc(Cl)c(C(F)(F)F)c3)o2)n1	87
CSc1nc(-c2ccccc2O)nc(-c2ccccc2O)n1	99
CCCCOc1ccc(C2(C)CC(=O)NC2=O)cc1 (stereo not given)	99
COc1ccc(C2C3=C(CC(c4ccco4)CC3=O)Nc3ccccc3N2C(C)=O)cc1 (stereo not given)	93
COc1cc(-c2cc(C(F)(F)F)n3ncc(C(=O)O)c3n2)cc(OC)c1OC	84
CCCCOc1ccc(C(=O)Nn2cnnc2)cc1	111
CC(C)C[C@H](N)c1nnc(S(=O)(=O)Cc2cccc(F)c2)o1	97
COc1ccc(C(=O)CSc2nnc(Cc3ccccc3)o2)cc1	115
c1ccc(-c2nn3c(C4COc5ccccc5O4)nnc3s2)cc1 (stereo not given)	81
Cc1nccn1CC(=O)O	91
CCOc1ccc(-c2nc(N)nc(C)c2-c2ccc(OC)c(OC)c2)c(O)c1	82
O=C(O)c1ccccc1C(=O)c1cccs1	112
Cc1c(NS(=O)(=O)CC23CCC(CC2=O)C3(C)C)c(=O)n(-c2ccccc2)n1C (stereo not given)	112
Nc1nonc1-c1noc(COc2ccccc2Cl)n1	75
CCC(=O)Nc1ccc(Cl)c(NC(=O)C(C)C)c1	101
Cc1cc(C)nc(N2CCC(C(=O)NCc3cccc(C(F)(F)F)c3)CC2)n1	40*
CCSCCOC(=O)C1=C(C)NC(=O)NC1c1cccc(OC)c1OC (stereo not given)	87
Cc1c(NC(=O)C2CCN(S(=O)(=O)c3ccccc3)CC2)c(=O)n(-c2ccccc2)n1C	90
O=C(NCC(c1cccnc1)N1CCOCC1)Nc1ccccc1 (stereo not given)	81
COC(=O)C1=C(NC(=O)c2cccs2)CCS1	100
O=C(NC1CCCC1)C(c1cccs1)N(C(=O)c1ccco1)c1ccc2c(c1)OCCO2 (stereo not given)	99
COc1ccccc1C(=O)NCc1ccncc1	131
Cc1nnc(SCc2ccc(C(=O)c3ccc(Cl)cc3)o2)n1-c1ccccc1	87
Cc1ccc(-n2ncc(C#N)c2/N=C/N(C)C)cc1	91
CCOC(=O)C1C(C)N=C2SCC(=O)N2C1c1cccc(Br)c1 (stereo not given)	80
COc1ccc(C(CNC(=O)Cc2cc(OC)c(OC)c(OC)c2)N2CCCC2)cc1 (stereo not given)	74
COCCCn1c(SCC(=O)NC(C)C)nnc1-c1ccccc1	93

Pulled by structure from the entries so far (2):
SMILES	SK-BR-3 tox 24h
CCOC(=O)C(C(=O)OCC)C(C)C#CCN1CCCCC1 (stereo not given)	100
CSc1nc(-c2ccccc2O)nc(-c2ccccc2O)n1	99

Next section:
SMILES	SK-BR-3 tox 24h
Cc1ccc(-n2cnnn2)c2cccnc12	100
CC(=O)N=C1SC2CS(=O)(=O)CC2N1c1cccc(Cl)c1Cl (stereo not given)	87
COc1cccc(NC(=O)CNC(=O)c2ccc(F)cc2)c1	83
CCN1CCN(c2ccc(NC(=O)c3ccc4c(c3)OCO4)cc2)CC1	90
CCCC(=O)Nc1ccc(C(=O)O)cc1NC(=O)CCC	100
O=C(CSc1nc2ccccc2c(=O)n1CC1CCCCC1)N1CCOCC1	85
CN(c1ccccc1C(=O)N1CCN(c2cccc(Cl)c2)CC1)S(C)(=O)=O	99
COCCOC(=O)C1=C(C)NC(=O)N(C(C)=O)C1c1ccc(Cl)cc1 (stereo not given)	65
CCCOc1ccc(C(=O)NCc2ccco2)cc1	101
COCCNC(=O)c1noc2c1CCc1cc(OC)ccc1-2	77
C=CCn1c(SCC(=O)C(C)(C)C)nnc1-c1ccccn1	86
Cc1ccccc1C1CC(c2ccc(Br)cc2)Nc2nc(N)nn21 (stereo not given)	94
Cc1cc(C)cc(OCC(=O)Nc2nonc2NC(=O)COc2cc(C)cc(C)c2)c1	102
Cc1ccc(C(=O)NC2CC3CCCC(C2)N3C(=O)NC2CCCCC2)cc1 (stereo not given)	124
Cc1nn(-c2ccccc2)c(-c2ccccc2)c1C(=O)O	99
CSc1ccccc1NC(=O)c1c(Br)cnn1C	89
O=C1CC(N2CCCCCC2)C(=O)N1c1ccc2c(c1)OCO2 (stereo not given)	92
CCc1ccc2oc(-c3cc(N)ccc3Cl)nc2c1	67
CCOCC(=O)Nc1nnc(SCCOC)s1	96
CCc1nc2oc3ccccc3c(=O)c2c(=O)n1Cc1ccccc1	77
CC(C)n1c(C(O)c2ccc3c(c2)OCO3)nc2ccccc21 (stereo not given)	92
CC(c1ccccc1)C1NC(C(=O)O)CS1 (stereo not given)	82
CC(SC1CCCC1)C(=O)Nc1ccnn1C(C)C (stereo not given)	113
CC1(C)Cc2c(C#N)c(N)sc(=S)c2CO1	101
CCOc1ccc(Cl)cc1S(=O)(=O)N1CCCC1	104
Cc1ccccc1CNC(=O)Nc1cccs1	84
CCC(Sc1nc(N)cc(=O)[nH]1)C(=O)NC(C(=O)OC)c1ccccc1 (stereo not given)	97
Cc1cc(C)cc(N(CC(=O)NC2CC3CCC2C3)S(C)(=O)=O)c1 (stereo not given)	103
COc1ccc(OC)c(S(=O)(=O)Nc2cc(Cl)cc(Cl)c2)c1	75
COCc1nnc(NC(=O)c2cc(Cl)ccc2OC)s1	93
COc1ccc(CN(C(=O)c2ccco2)C2CC(C)N(C)CC2C)cc1 (stereo not given)	85
COC(=O)c1cc(NCc2ccc3c(c2)OCO3)ccc1N1CCOCC1	94
Cc1ccc(OCc2nc(C#N)c(N3CCN(Cc4ccccc4)CC3)o2)cc1	110
C#CCN1CC(C)/C(=N/O)CC1C (stereo not given)	108
CCC(Oc1ccccc1)C(=O)N1CCN(c2ccccn2)CC1 (stereo not given)	84
Cc1oc2c(CN3CCCC3)c(O)ccc2c(=O)c1-c1ccc(Cl)cc1	75
CCOC(=O)CCc1c(C)c2ccc(OCc3nn[nH]n3)c(C)c2oc1=O	91
COc1ccc(C2C(C#N)=C(C)NC3=C2C(=O)CC(C)(C)C3)c(OC)c1 (stereo not given)	97
COc1cc(OC)cc(C(=O)N(Cc2nc(-c3cccc(C)c3)no2)C(C)C)c1	88
COc1ccccc1C(=O)N1CCCC(c2nc(-c3cc(OC)c(OC)c(OC)c3)no2)C1 (stereo not given)	88
O=C1c2ccccc2C(=O)N1CC#CCN1CCN(C2CCCCC2)CC1	97
CCCCn1nnnc1NCc1cccnc1	91
O=C(N1CCCCC1)N1CCN(c2ccc(Cl)cc2)CC1	89
COc1ccc2c(c1)Cc1sc(NC(C)=O)nc1-2	107
CCC(C)(C)n1nnnc1C(c1ccc2ncccc2c1)N1CCN2CCCC2C1 (stereo not given)	125
Cc1nc(C)c(C(=O)C2=C(O)C(=O)N(CCN3CCOCC3)C2c2cccnc2)s1 (stereo not given)	87
Cc1cc(C)n(-c2cc(=O)n(C)c(=O)n2C)n1	98
COc1ccc(OC)c(-c2oc3ccccc3c(=O)c2O)c1	90
COc1ccc(CNc2oc(Cc3cccc4ccccc34)nc2C#N)cc1	98
Cc1nc2c(-c3ccccc3)c(C)[nH]n2c(=O)c1Cl	101
O=C(c1ccc(O)cc1)c1ccc(Cl)cc1	81
CCOC(=O)C1=C(C)NC(=O)NC1c1cc(Br)c(O)c(OC)c1 (stereo not given)	81
CCN(CC)S(=O)(=O)c1cccc(-c2nnc(SCc3nnc(-c4cccs4)o3)n2N)c1	99
Cc1cc(C(F)(F)F)c2c(N)c(C(=O)Nc3cc(C)on3)sc2n1	55
Cc1oc(C(=O)O)cc1COc1ccc2c(C)cc(=O)oc2c1	99
CC(C)c1ccc(C(=O)N2CCN(CCO)CC2)cc1	91
O=C(CSc1nc(N2CCCCC2)nc(N2CCCCC2)n1)N1CCN(c2ccccc2)CC1	120
CC1CN(C(=O)c2cc(S(=O)(=O)N3CCCC3)c(Cl)cc2Cl)CC(C)O1 (stereo not given)	97
CN(CP(=O)(O)C(O)c1ccccc1)S(C)(=O)=O (stereo not given)	106
O=C(NCc1ccc(F)cc1)N[C@@H](Cc1ccccc1)C(=O)O	100

(listing goes on)
SMILES	SK-BR-3 tox 24h
CCOC(=O)N1CCN(C(=O)c2cn(CC(C)C)c(=O)c3c2c2ccccc2n3C)CC1	75
COc1cccc2cc(C(=O)C3=C(O)C(=O)N(CCN4CCOCC4)C3c3cccs3)oc12 (stereo not given)	96
C/C=C/c1ccc(Oc2nnnn2-c2ccc(C(=O)O)cc2)c(OC)c1	100
CCCCc1cc(=O)oc2c(CN(C)C)c(O)ccc12	76
O=C(CN1CCC(C(=O)c2ccc(Cl)cc2)CC1)Nc1ccc2c(c1)OCCO2	86
CCn1c(SCC(=O)N2CCC(C(N)=O)(N3CCCCC3)CC2)nnc1-c1ccccc1	128
O=C1CC(Nc2ccc(N3CCOCC3)cc2)C(=O)N1C1CCCCC1 (stereo not given)	96
Cc1ccc2[nH]c(-c3cccc(N)c3)cc2c1	100
COc1cc(OC)c(C2C(C(=O)O)c3ccccc3C(=O)N2C)cc1OC (stereo not given)	87
c1ccc(-n2nnnc2SCc2cccc3nsnc23)cc1	80
CCCCC(=O)Nc1ccc(NC(=O)c2cc(OC)c(OC)c(OC)c2)cn1	86
CCOc1ccc(-n2c(=O)[nH]cc(C(=O)N3CCCc4ccccc43)c2=O)cc1	99
CN1CCN(c2nc(NCCOC34CC5CC(CC(C5)C3)C4)nc(OCC(F)(F)F)n2)CC1	59
CCCCC(=O)Nc1cccc(NC(=O)c2ccc3c(c2)OCO3)c1	94
Cc1c(C(=O)NCc2cccnc2)sc2ncn(CC(=O)N3CCCCC3C)c(=O)c12 (stereo not given)	114

Taken from above.
COc1cccc2cc(C(=O)C3=C(O)C(=O)N(CCN4CCOCC4)C3c3cccs3)oc12 (stereo not given) | SK-BR-3 tox 24h = 96
CCCCC(=O)Nc1ccc(NC(=O)c2cc(OC)c(OC)c(OC)c2)cn1 | SK-BR-3 tox 24h = 86
CN1CCN(c2nc(NCCOC34CC5CC(CC(C5)C3)C4)nc(OCC(F)(F)F)n2)CC1 | SK-BR-3 tox 24h = 59

Returning to the listing, repeating the two entries before the break.
SMILES	SK-BR-3 tox 24h
CCCCC(=O)Nc1cccc(NC(=O)c2ccc3c(c2)OCO3)c1	94
Cc1c(C(=O)NCc2cccnc2)sc2ncn(CC(=O)N3CCCCC3C)c(=O)c12 (stereo not given)	114
Cc1ccc(C(=O)N2CCOCC2)cc1S(=O)(=O)Nc1cccc(C)c1C	102
CC(=O)c1cccc(N(CC(=O)N2CCCC2)S(C)(=O)=O)c1	110
CCS(=O)(=O)N1CCN(C(=O)c2cccc(OC)c2)CC1	92
CCOC(=O)N1CCN(C(=O)CN(C2CCCCC2)S(=O)(=O)c2ccc(F)cc2)CC1	100
COC(=O)CSc1ncnc2c1cnn2Cc1ccccc1	88
CCc1ccccc1NC(=O)N1C2CCCC1CC(NC(C)=O)C2 (stereo not given)	82
COCCn1c(=O)[nH]c2cc(C(=O)NCCN3CCN(c4ccccc4F)CC3)ccc2c1=O	79
COc1cccc(C(=O)N(Cc2ccc(N(C)C)cc2)C2CCS(=O)(=O)C2)c1 (stereo not given)	97
CN(C)c1cccc(NC(=O)CCc2ccccc2)c1	69
COCCn1nnnc1CN(CCc1ccccc1)Cc1cc2ccc(C)cc2[nH]c1=O	80
CCn1nnnc1-c1ccc(OC)c(S(=O)(=O)NCCc2ccccc2)c1	91
N#Cc1cc2c(nc1SCC(=O)Nc1sc3c(c1C#N)CCC3)CCCCC2	74
CCOC(=O)CCSc1nnc(-c2cccnc2)n1-c1ccccc1OC	77
COc1ccc(N(C)C(=O)CC2(CC(=O)O)CCCCC2)cc1	103
Cn1c(CNC(=O)c2ccco2)nnc1SCC(=O)N1c2ccccc2Sc2ccccc21	81

An excerpt of these results, in markdown.
| molecule | SK-BR-3 tox 24h |
| --- | --- |
| CCOC(=O)N1CCN(C(=O)c2cn(CC(C)C)c(=O)c3c2c2ccccc2n3C)CC1 | 75 |
| COc1cccc2cc(C(=O)C3=C(O)C(=O)N(CCN4CCOCC4)C3c3cccs3)oc12 (stereo not given) | 96 |
| C/C=C/c1ccc(Oc2nnnn2-c2ccc(C(=O)O)cc2)c(OC)c1 | 100 |
| CCCCc1cc(=O)oc2c(CN(C)C)c(O)ccc12 | 76 |

Carrying on.
SMILES	SK-BR-3 tox 24h
COc1ccc(S(=O)(=O)N(C)CC(=O)N2CCN(C)CC2)cc1C	80
Cn1cccc1-c1nc2ccc(NC(=O)c3ccccc3)cc2[nH]1	76
Cc1sc2c(c1C)C(=O)NC(c1cccc(O)c1)N2 (stereo not given)	88
Cc1ccc(N=Cc2c(O)n(C)c(=O)n(C)c2=O)nc1	94
CSCCC(NC(=O)C1CCC(C)CC1)C(=O)O (stereo not given)	86
O=C(c1ccccc1-c1nc2ccccc2[nH]1)N1CCCCC1	109
Cc1cccc(OCc2nc(C)cc(=O)[nH]2)c1	86
CCOC(=O)N1CCN(Cc2cc(=O)oc3cc4c(cc23)CCC4)CC1	62
CN1CCN(C(=O)c2ccc(C3SCC(=O)N3Cc3ccco3)cc2)CC1 (stereo not given)	76
Cn1c(=O)c2c(nc(N3CCCCCC3)n2CC(O)COc2ccccc2)n(C)c1=O (stereo not given)	73
C=CCc1c(C)nc(SCc2nc3ccccc3c(=O)[nH]2)[nH]c1=O	100
CCC(=O)Nc1ccccc1N1CCN(S(C)(=O)=O)CC1	80
COc1cc(C2c3c(oc4ccc(Cl)cc4c3=O)C(=O)N2Cc2ccco2)cc(OC)c1OC (stereo not given)	102
O=C(CSC1=NCCS1)Nc1ccc(S(=O)(=O)N2CCCCCC2)cc1	90
COc1ccc(NC(=O)CN2CCN(S(=O)(=O)c3ccc(Cl)cc3)CC2)cc1	78
O=C(NCC1CCCO1)c1nn2c(c1Cl)NC(c1ccc(F)cc1)CC2C(F)(F)F (stereo not given)	75
